Akt phos inh – Akt phosphorylation inhibition; Neuro2A IGF-stimulated pAkt S473 HTRF, 20 min; stronger effect = lower value; activity change, % for hits at 50 µM; 360,000 compounds, 0.32% hits; AID 651550; in the data active = activity change below about -80%; inconclusive = mostly about -51% to -80%; note: % is set by controls: 0 for no effect and ±100 for the full control effect
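Neuro2A cells in DMEM with 0.5% FBS, overnight at 37 deg C, given compound at single 50 µM final, then IGF (6 nM final) for 20 min at 37 deg C. Lysed; phospho-Akt Ser473 by HTRF after 24 h, 665/615 ratio.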
D3 antag – D3 dopamine receptor (human) antagonism | P35462 | D3R cells, DiscoveRx beta-arrestin luminescence, antagonist mode; stronger effect = lower value | max response, negative = inhibition, % | 360,000 compounds, 2.5% hits | AID 652054; in the data active = max response below about -50%; inconclusive = no clear call, values can overlap the other calls; note: % is set by controls: 0 for no effect and ±100 for the full control effect; mostly tested at two doses, the higher about 12 µM
Target sequence (P35462 whole entry, looked up): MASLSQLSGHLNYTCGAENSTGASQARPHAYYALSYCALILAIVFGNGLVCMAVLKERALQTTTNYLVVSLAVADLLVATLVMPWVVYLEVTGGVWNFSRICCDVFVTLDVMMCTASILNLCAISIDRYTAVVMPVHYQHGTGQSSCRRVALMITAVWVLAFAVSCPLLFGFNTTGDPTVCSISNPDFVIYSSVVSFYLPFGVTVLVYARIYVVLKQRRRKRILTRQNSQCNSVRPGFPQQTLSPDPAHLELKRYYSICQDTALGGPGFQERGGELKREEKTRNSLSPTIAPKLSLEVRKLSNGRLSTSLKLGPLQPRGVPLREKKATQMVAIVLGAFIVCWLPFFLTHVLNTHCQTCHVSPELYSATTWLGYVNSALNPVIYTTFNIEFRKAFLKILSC
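Cells expressing the human receptor were seeded at 1500 cells/well, incubated overnight at 37 degrees C in 5% CO2, then exposed to library compounds with dopamine controls for 90 minutes at 37 degrees C before luminescent detection.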
Abeta rescue – A-beta toxicity reversal in yeast | yeast expressing A-beta42, growth rescue, OD600, 48 h; response scale: 0% DMSO, 100% iron-clioquinol control | Potency, µM (doses to about 46.1 µM), for inactives: at the top dose growth rescue, hits mostly activators | 410,000 compounds, 0.063% hits | AID 1347071; note: potency is the fitted concentration of half-maximal effect; nearly all actives have a fitted effect of over 55% in size
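Yeast A-beta toxicity model in growth medium with pinned compounds, 48 h at 30 C; growth read as absorbance at 600 nm. Normalized to FeCl3/clioquinol equimolar mix (positive) and DMSO (negative).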
GLP-1R agonist – GLP-1 receptor (human) agonism | P43220 | HEK293 GLP-1R CRE-luciferase, luminescence, 4-6 h; cells express a hypersensitive GLP-1R form | Potency, µM (top dose mostly 45.6 µM), for inactives: top-dose activation, hits mostly activators | 380,000 compounds, 0.007% hits; note: potency is the fitted concentration of half-maximal effect; % of control where 0% means no effect
Target sequence (P43220 whole entry, looked up): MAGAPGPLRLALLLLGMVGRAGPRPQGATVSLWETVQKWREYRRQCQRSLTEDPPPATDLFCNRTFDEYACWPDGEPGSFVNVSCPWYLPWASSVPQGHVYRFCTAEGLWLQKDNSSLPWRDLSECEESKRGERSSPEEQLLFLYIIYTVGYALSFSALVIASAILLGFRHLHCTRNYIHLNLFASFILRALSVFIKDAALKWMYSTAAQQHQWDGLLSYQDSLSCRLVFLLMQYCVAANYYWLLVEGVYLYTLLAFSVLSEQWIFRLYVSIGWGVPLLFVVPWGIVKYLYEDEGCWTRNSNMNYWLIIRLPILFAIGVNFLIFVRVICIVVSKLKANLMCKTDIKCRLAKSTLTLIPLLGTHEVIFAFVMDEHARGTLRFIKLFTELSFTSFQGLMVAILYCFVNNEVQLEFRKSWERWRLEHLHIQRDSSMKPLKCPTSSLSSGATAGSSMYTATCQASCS
aSyn yeast inh – inhibitors of alpha-synuclein toxicity in yeast | Yeast expressing alpha-synuclein, growth rescue, BacTiter-Glo, 24 h | Potency, µM (highest dose often 46.1 µM), without a hit: top-dose growth rescue (activation), hits mostly activators | 370,000 compounds, 0.14% hits | AID 652106; note: potency is the fitted concentration of half-maximal effect; % of control where 0% means no effect; nearly all actives have a fitted effect of over 65% in size
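Rescue of yeast growth: cells expressing toxic alpha-synuclein, induced in galactose at OD600 0.02, incubated with compound 24 h at 30 C. ATP luminescence quantified growth; inhibitors of toxicity appear as activators.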
FUS yeast rescue – rescues growth of FUS-expressing yeast | S. cerevisiae FUS-expressing, growth rescue, OD600, 24 h | Potency, µM (titrated, usually from 76.6 µM), inactives show at the highest dose growth rescue (activation), hits mostly activators | 390,000 compounds, 0.24% hits | AID 1347120;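 note: potency is the fitted concentration of half-maximal effect; plate controls were DMSO vehicle for no effect and reference control for full effect; nearly all actives have a fitted effect of over 55% in size; some results filed as inactive show a strong effect at the top dose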
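Toxicity suppression screen in FUS-yeast. Cells induced with 2% galactose, starting OD 0.005, treated 24hr at 30C with compounds at multiple final concentrations; growth by OD600.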
TDP43 rescue – rescues yeast growth from TDP-43 toxicity; TDP-43 expressing yeast growth rescue, BacTiter-Glo, 24 h; Potency, µM (doses to about 46.1 µM), inactives show top-dose growth rescue (activation), actives largely listed as activators; 410,000 compounds, 1.8% hits; AID 652104; note: potency is the fitted concentration of half-maximal effect; % of control where 0% means no effect; nearly all actives have a fitted effect of over 50% in size
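Readout is BacTiter-Glo luminescence of cell growth, so inhibitors register as activators. TDP-43-expressing yeast at OD600=0.02 in galactose medium, after raffinose pregrowth to mid-log, were incubated with compound for 24 hr at 30 deg C.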
GLP1R inv ag – GLP-1 receptor (human) inverse agonism. P43220. HEK293 GLP-1R CRE-luciferase, luminescence, 24 h; GLP-1R form is constitutively active. Potency, µM (top dose mostly 38.3 µM), for inactives: top-dose activity change, negative = inhibition, actives largely listed as inhibitors. 410,000 compounds, 1.6% hits; note: potency is the fitted concentration of half-maximal effect; % is set by controls: 0 for no effect and ±100 for the full control effect; nearly all actives have a fitted effect of over 55% in size
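Inverse agonists were sought by their lowering of basal cAMP reporter luciferase output in HEK293 cells stably carrying constitutively active human GLP-1R, after 24 h compound treatment.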
PTHR1 agonist – activates the human parathyroid hormone receptor PTHR1; HEK293 GP2 PTHR1 cells, GloSensor cAMP luminescence, 1 h; Potency, µM (doses to about 115 µM), inactives show at the highest dose activation, usual class: activators; 410,000 compounds, 0.075% hits; Q03431; note: potency is the fitted concentration of half-maximal effect; nearly all actives have a fitted effect of over 55% in size; some results filed as inactive show a strong effect at the top dose; inactives centre near -15; many of its hits are not listed in these tables
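HEK-293-derived GP2 cells expressing PTHR1 and a GloSensor cAMP reporter, 3,000/well, plated overnight, given luciferin plus IBMX (each 0.5 mM as added) for 1 h at 37 °C, then compound for 1 h at 37 °C. Luminescence was read after 15 min at room temperature.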
The depositor's hits bear a star; i = inactive; ? = inconclusive; nt = not tested or not shown; & = joins results of further samples; [ ] = another dose, or the depositor's remark. Unless noted, calls come from the whole dose curve; as a rule, active = well fitted curve in the direction sought with a large enough effect; inconclusive = small, poorly fitted or top-dose-only effect, or another doubt; inactive = no such curve, though single readings can be large; an effect the other way counts as inactive or inconclusive.

Fields – Akt phos inh	D3 antag	Abeta rescue	GLP-1R agonist	aSyn yeast inh	FUS yeast rescue	TDP43 rescue	GLP1R inv ag	PTHR1 agonist
- C=C[C@@H]1c2c(F)cccc2N(S(=O)(=O)c2ccc(C)cc2)[C@H](c2ccc(C(=O)OC)cc2)C1(C#N)C#N
 : i	5	7%	0%	-6%	1%	7%	-28%	0%
- O=C(Nc1ccccc1)c1cccnc1Nc1ccccc1
 : i	-4	-4%	4%	0%	-3%	1%	?	-20%[57.5 µM]
- Cc1cc(NC(=O)COc2cccc([N+](=O)[O-])c2)no1
 : i	4	14%	5%	0%	1%	28%	10%	i
- CCN(CC)CCNC(=O)c1ccc(-n2c(C)cc3c2CCCC3=O)cc1
 : i	20	0%	0%	5%	17%	nt	-4%	-2%
- Cc1cccc(C(c2sc3nc(-c4ccco4)nn3c2O)N2CCOCC2)c1 (configuration not stated)
 : nt	nt	11%	nt	nt	10%	?	-6%	-9%
- COc1ccc(C2OC(=O)CC2C(=O)N2CCN(c3cc(Cl)ccc3C)CC2)cc1OC (configuration not stated)
 : i	10	5%	18%	0%	36%	0%	-4%	-21%
- Cc1ccc(NC(=O)CSc2nnc(CCCCCNC(=O)OC(C)(C)C)o2)c(C)c1
 : i	15	17%	6%	6%	29%	-2%	0%	-28%
- Cc1ccc(C(=O)Nc2nc(-c3ccc([N+](=O)[O-])cc3)cs2)o1
 : i	15	-7%	-18%	-6%	10%	2%	11%	i
- COc1ccc(-c2cc(C(=O)Nc3nc4ccccc4s3)c3ccccc3n2)cc1OC
 : i	-29	?	3%	11%	?	?	?	-19%
- O=C(COc1cccc2ccccc12)N/N=C/C=C/c1ccccc1
 : i	4	2%	7%	-1%	-20%	11%	9%	-12%
- Cn1c(SCC(=O)c2ccc3c(c2)OCO3)nnc1C1COc2ccccc2O1 (configuration not stated)
 : i	8	14%	-4%	5%	17%	16%	1%	-10%[57.5 µM]
- CC(=O)c1ccc(NC(=O)CSc2ccsc2[N+](=O)[O-])cc1
 : i	2	-2%	8%	-5%	-10%	21%	1%	i
- O=C(COC(=O)CCc1ccccc1)Nc1ncc(Cl)cc1Cl
 : i	-6	26%	5%	6%	26%	1%	23%	?
- CCOC(=O)c1c(N2C(=O)C=CC2=O)sc(C)c1C
 : i	14	-95%[inhibitor]	-1%	-97%[inhibitor]	?	?	-22%	-33%[inhibitor][57.5 µM]
- Cc1cccc(C(=O)N=c2c(C#N)cc3c(=O)n4cccc(C)c4nc3n2Cc2ccco2)c1
 : i	0&-4	-14%&7%	5%&-4%	9%&12%	?	0%&0%	35%&46%[activator]	-9%
- Cc1ccc(CNC(=O)CCc2ccc(S(=O)(=O)NCC(C)C)cc2)cc1
 : i	-51*	-16%	4%	0%	21%	-21%	?	i
- CC1=NN(c2ccccc2)C(=O)C1N=Nc1ccc(S(N)(=O)=O)cc1 (configuration not stated)
 : i	-8	-2%	4%	-1%	-17%	-2%	9%	-38%[inhibitor]
- COc1ccc2[nH]c3c(c2c1)CCN1C(=O)C(CC(=O)NCc2ccco2)C[C@H](C(=O)N2CCOCC2)[C@@]31C (some centres not stated)
 : i	4	-6%	10%	1%	-6%	14%	15%	-18%
- CCOC(=O)C1CCCCN1Cc1ccc(C(F)(F)F)cc1 (configuration not stated)
 : i	28	23%	-8%	-1%	-7%	-1%	-21%	-1%[57.5 µM]
- CCc1ccc2[nH]c3nc(N/N=C/c4cccc(O)c4)nnc3c2c1
 : i	?	-14%	-16%	-2%	16%	6%	?	-33%[inhibitor]
- COC(=O)c1ccc2c(=O)[nH]c(COC(=O)c3[nH]c(C)c(C(C)=O)c3C)nc2c1
 : i	67	-1%	?	0%	16%	-14%	6%	i
- CC1CCc2c(sc3nc(-c4cc5ccccc5oc4=O)nc(Cl)c23)C1 (configuration not stated)
 : nt	nt	-8%	0%	nt	3%	-3%	2%	-96%[inhibitor]
- Cc1cccc(C(=O)NCCC(=O)NCc2ccccc2F)c1
 : i	12	17%	4%	-1%[1.84 µM]	3%	18%	8%	i
- Cc1ccc(NC(=O)Cn2ncc(Cl)c(Cl)c2=O)cc1S(=O)(=O)N1CCCCC1
 : i	-58*	-6%	-7%	-8%	38%	19%	?	-28%
- CCc1ccc2nc(NC(=O)CCCc3cccs3)sc2c1
 : i	?	9%	1%	3%	8%	-5%	?	-37%[inhibitor]
- Cc1ccc(Cn2ncc3c(N4CCN(CCc5ccccc5)CC4)ncnc32)cc1
 : i	-13	40%	7%	-2%	1%	5%	-5%	-24%
- COc1ccc(CCN(C)C(=O)C2CCCN(Cc3ccc(OC)c(OC)c3)C2)cc1OC (configuration not stated)
 : i	12	-3%	10%	-7%	-9%	-26%	11%	i
- Cc1oc(-c2cccs2)nc1CS(=O)CC(=O)NCCCN1CC(C)CC(C)C1 (configuration not stated)
 : i	1	-10%	-9%	-2%	-7%	7%	11%	i
- CCN(Cc1nc2cc(Cl)ccc2c(=O)[nH]1)C(=O)CN1C(=O)NC2(CCCCC2C)C1=O (configuration not stated)
 : i	-1	3%	-7%	-5%	8%	10%	-4%	i
- O=C(c1nn(Cc2ccccc2)c(=O)c2ccccc12)N1CCN(c2ccccn2)CC1
 : i	30	-12%	6%	-13%	22%	0%	0%	i
- CC(=O)NC(CC(=O)Nc1cc(Cl)ccc1-n1cncn1)c1ccccc1 (configuration not stated)
 : i	3	-7%	2%	-2%	6%	-24%	14%	i
- CSc1sc(C(=O)NC(=O)NCc2cccnc2)c(C)c1-c1ccon1
 : i	-14	4%	-1%	1%	-1%	-15%	17%	i
- O=C(c1cc2cc(Cl)ccc2[nH]1)N1CCc2ccccc2C1
 : nt	-22	-2%	0%	2%	9%	16%	-15%	-18%
- Cc1ccc(NC(=O)c2cc(N3C(=O)C4CC=CCC4C3=O)ccc2N2CCCCC2)cc1 (configuration not stated)
 : i	-13	10%	-10%	1%	-11%	16%	-10%	i
- O=[N+]([O-])c1cc(S(=O)(=O)Nc2cccc(C(F)(F)F)c2)ccc1-n1nnc2ccccc21
 : i	-5	-11%	-12%	6%	nt	-7%	?	-29%
- CCC(C)n1c(=S)[nH]c2ccccc2c1=O (configuration not stated)
 : i	-14	?	16%	-1%	9%	?	-4%	-9%
- COc1ccc(NC(=S)NC(NC(=O)C(C)C)C(Cl)(Cl)Cl)c([N+](=O)[O-])c1 (configuration not stated)
 : i	-69*	-3%	6%	4%	14%	3%	?	i
- Cc1ccnc(NS(=O)(=O)c2ccc(NC(=O)c3ccc(Cl)cc3[N+](=O)[O-])cc2)n1
 : i	-17	-3%	6%	-7%	0%	-9%	2%	-7%
- COc1ccc(Cl)cc1NC(=O)C/C(C)=N/NC(=O)CCc1ccccc1
 : i	2	-11%	2%	5%	?	0%	?	i
- COC(=O)[C@]1(Cc2ccccc2)N[C@H](CN(C)C(=O)Nc2ccc(Cl)cc2)[C@@H]2C(=O)N(Cc3ccccc3)C(=O)[C@@H]21
 : i	-28	-11%	-1%	-3%	-5%	1%	-9%	-3%
- COc1ccc(NC(=O)C(Cc2ccccc2)n2cccc2)cc1OC (configuration not stated)
 : i	6	-5%&9%	13%	5%	3%&26%	-8%&29%	?	-19%&-5%
- C=CCN(c1ccc(C(=O)Nc2ccc(C)cc2)cc1)S(C)(=O)=O
 : i	-18	-6%	18%	-5%	-2%	-12%	-12%	-22%
- Cc1ccc2[nH]c(C(=O)O)c(NC(=O)[C@@H]3C[C@@H]3c3ccccc3)c2c1
 : i	8	1%	2%	-10%	0%	2%	12%	i
- C/C=C(\C)C(=O)NCCN1C2=NC[C@H](Cc3ccccc3)N2C[C@H]1Cc1ccc(O)cc1
 : i	3	-9%	-4%	-1%	10%	1%	11%	-11%
- COc1ccc(CCNC(=S)N2CCN(S(=O)(=O)c3ccc(C)cc3)CC2)cc1
 : i	17	-5%	-1%	1%	26%	-16%	?	-29%
- Cc1ccnc2nc(C(=O)OCC(=O)N(Cc3ccccc3)C(C)(C)C)nn12
 : i	-22	-21%	-4%	0%	-21%	-7%	-5%	i
- O=C(Cn1ccc([N+](=O)[O-])n1)NCCc1c[nH]c2ccccc12
 : i	14	1%	1%	1%	14%	nt	3%	i
- COc1cccc(OC)c1/C(O)=C(\C#N)c1nc2ccccc2[nH]1
 : i	-22	-3%	-1%	9%	?	-13%	-7%	i
- COc1cccc(OC)c1OCCCN1CCOCC1
 : i	-24	5%	1%	9%	-6%	1%	0%	i
- CCOC(=O)C1=C(C)N(c2ccc(C)cc2)C(=O)/C1=C\c1ccc(O)c(OC)c1
 : i	-27	-1%	3%	0%	35%	-5%	12%	i

The results go on.
Fields – Akt phos inh	D3 antag	Abeta rescue	GLP-1R agonist	aSyn yeast inh	FUS yeast rescue	TDP43 rescue	GLP1R inv ag	PTHR1 agonist
- O=C(NN=Cc1ccccc1)NN=Cc1ccccc1
 : i	-9	-17%	19%	0%	14%	-11%	0%	-18%
- CCN(Cc1ccccc1)C1CCN(Cc2ccccc2)CC1
 : i	2	-7%	-1%	3%	-31%	7%	19%	-10%
- Cc1cccc(-n2ccnc2SCC(=O)Nc2ccc(F)cc2F)c1C
 : nt	nt	-16%	13%	5%	3%	?	?	-14%
- COc1ccccc1-c1cnc(C(O)c2ccc(Cl)c(Cl)c2)[nH]1 (configuration not stated)
 : i	10	-13%	6%	9%	-9%	3%	?	-8%
- O=C(Nc1ccc(F)c(Cl)c1)c1ccc2sc([C@H]3C[C@H](O)[C@@H](CO)O3)nc2c1
 : i	0	-8%	-5%	-4%	-4%	6%	-26%	-91%[inhibitor]
- COc1ccccc1C(=O)NC(=O)COC(=O)c1ccc(C)o1
 : i	4	3%	-1%	1%	-23%	-18%	19%	-8%

Screening results: PubChem, National Center for Advancing Translational Sciences (NCATS)

Some of the compounds tested (hit frequency here may not be typical).
